# mIAP block – inhibitors of mouse IAP, primary screen, biochemical, luminescence, uHTS | AID 2806, 2010 | purified mouse IAP, CDP-Star luminescence, 30 min | intestinal alkaline phosphatase [Mus musculus] | inhibition, % at 10 µM | 0.2% of 330,000 active;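 active = inhibition of at least 40% at 10 µM in the primary screen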;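 note: plate controls were DMSO with enzyme for no effect and no enzyme wells for full effect; values of inactives mirror those of a sister screen read the other way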
# NALP3 yeast inh – NALP3 inflammasome inhibitors in reconstituted yeast, primary screen, luminescence, uHTS; Yeast reconstituted NLRP3/ASC/caspase-1, beta-gal luminescence, 24 h; inhibition, % at 10 µM; 0.39% of 330,000 active;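 active = inhibition of 50% or more; inactive = inhibition below 50%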;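 note: plate controls were induced DMSO wells for no effect and uninduced yeast grown without galactose for full effect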
# hIAP inh – human IAP inhibitors, primary screen, biochemical, luminescence, uHTS; Intestinal-type alkaline phosphatase (Homo sapiens), P09923; purified IAP, CDP-Star luminescence, 30 min; inhibition, % at 10 µM; 0.12% of 330,000 active;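 active = inhibition reaching a set limit with compound at 10 µM in the primary screen, cut at about 35% in these data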;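 note: plate controls were DMSO wells with enzyme for no effect and no-enzyme buffer wells for full effect; values of inactives mirror those of a sister screen read the other way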
# Target sequence (P09923 whole entry, looked up): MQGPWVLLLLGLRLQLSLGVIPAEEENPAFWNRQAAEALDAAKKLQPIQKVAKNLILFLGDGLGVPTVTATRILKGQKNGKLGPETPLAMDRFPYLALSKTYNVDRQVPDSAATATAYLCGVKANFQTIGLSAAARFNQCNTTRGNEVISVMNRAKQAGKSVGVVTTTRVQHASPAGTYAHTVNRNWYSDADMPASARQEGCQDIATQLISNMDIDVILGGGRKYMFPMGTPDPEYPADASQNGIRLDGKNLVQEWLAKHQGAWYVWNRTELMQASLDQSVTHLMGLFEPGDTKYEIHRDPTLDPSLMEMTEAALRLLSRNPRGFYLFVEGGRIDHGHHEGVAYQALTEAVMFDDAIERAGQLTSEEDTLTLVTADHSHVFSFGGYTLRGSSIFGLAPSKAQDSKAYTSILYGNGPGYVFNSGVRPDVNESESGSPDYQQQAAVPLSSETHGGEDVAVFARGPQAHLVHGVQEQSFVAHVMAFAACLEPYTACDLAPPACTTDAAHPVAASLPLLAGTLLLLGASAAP
# A3G deaminase – APOBEC3G DNA deaminase inhibitors, primary screen, biochemical, fluorescence, single-stranded DNA substrate, uHTS | DNA dC->dU-editing enzyme APOBEC-3G (Homo sapiens), Q9HC16 | recombinant A3G, ssDNA deamination FAM/TAMRA fluorescence | inhibition, % at 20 µM | 0.28% of 330,000 active | AID 493012, 2011;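 active = inhibition of at least 40% at 20 µM, with no more than 30% in the related APOBEC3A deaminase screen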;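 note: plate controls were DMSO wells with A3G for no effect and wells lacking A3G enzyme for full effect; some compounds called inactive have numbers as strong as hits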
# MIN6 prolif – inducers of MIN6 beta-cell proliferation, primary screen, ATP luminescence, uHTS | MIN6 cells proliferation, ATPlite luminescence, 48 h; cells starved in 0.2% serum; 100% = growth in 10% serum | AID 2380, 2010 | 0.29% of 330,000 active | proliferation, % at 10 µM;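 active = compounds whose signal lies at least 3.5 SD above the mean of all wells on their plate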;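 note: 0% = DMSO-treated cells in low-serum medium and 100% = 10% serum control; some compounds called inactive have numbers as strong as hits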
# hIAP act – human IAP activators, primary screen, biochemical, luminescence, uHTS; Intestinal-type alkaline phosphatase (Homo sapiens), P09923; purified human IAP, CDP-Star luminescence, 30 min; active compounds read high; 1 = vehicle-only enzyme, 0 = enzyme-free background; activation factor at 10 µM; 0.16% of 330,000 active;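 active = activation factor of the enzyme at least 2-fold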; note: the source names both 10 and 20 µM as test concentration; values of inactives mirror those of a sister screen read the other way
# SENP1 inh – human SENP1 catalytic domain inhibitors, primary screen, biochemical, FRET, uHTS; recombinant SENP1 catalytic domain, CyPet-SUMO1-YPet FRET cleavage; inhibition, % at 10 µM; 0.21% of 360,000 active;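 active = inhibition at least 30% at 10 µM, raw YFP signal under a set limit, fluorescence ratio 0.5 to 1.5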;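 note: 0% = enzyme with DMSO and 100% = no enzyme wells; some results filed as inactive read as strong as hits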
# Target sequence (Q9P0U3 419-644 limits assumed): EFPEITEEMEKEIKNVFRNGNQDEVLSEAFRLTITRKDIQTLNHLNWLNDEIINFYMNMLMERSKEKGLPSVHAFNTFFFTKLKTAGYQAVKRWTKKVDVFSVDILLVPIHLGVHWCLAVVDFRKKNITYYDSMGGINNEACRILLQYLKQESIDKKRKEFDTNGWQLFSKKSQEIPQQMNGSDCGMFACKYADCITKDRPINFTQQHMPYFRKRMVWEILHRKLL
#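 Assay system: hSENP1 catalytic domain, recombinant. Amount: SENP1 enzyme, 20 pM final. Schedule: 50 min reaction, RT, dark. Technique: FRET, CFP and YFP emission. Control set: no-enzyme wells low, DMSO-plus-enzyme wells high control.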
# APOBEC3A inh – APOBEC3A ssDNA deaminase inhibitors, primary screen, selectivity assay for APOBEC3G inhibitor project, biochemical, FAM/TAMRA oligo cleavage fluorescence | DNA dC->dU-editing enzyme APOBEC-3A (Homo sapiens), P31941 | recombinant A3A, FAM/TAMRA ssDNA deamination fluorescence | inhibition, % at 20 µM | 0.41% of 330,000 active | AID 493011, 2011;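 active = at least 40% inhibition at 20 µM here, with at most 30% in a related deaminase screen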;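 note: plate controls were A3A with DMSO for no effect and wells lacking A3A enzyme for full effect; some results filed as inactive read as strong as hits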
# Target sequence (P31941 whole entry, looked up): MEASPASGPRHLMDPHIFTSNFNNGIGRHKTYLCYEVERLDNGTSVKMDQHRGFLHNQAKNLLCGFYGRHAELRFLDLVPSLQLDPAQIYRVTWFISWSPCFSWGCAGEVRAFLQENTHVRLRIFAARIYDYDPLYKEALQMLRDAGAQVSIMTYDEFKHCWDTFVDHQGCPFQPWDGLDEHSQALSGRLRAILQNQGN
# mIAP act – activators of mouse IAP, primary screen, biochemical, luminescence, uHTS; activation factor at 10 µM; 0.24% of 330,000 active; muIAP, CDP-Star luminescence, 30 min; active compounds read high; 1 = vehicle-only enzyme signal, 0 = enzyme-free wells; intestinal alkaline phosphatase [Mus musculus];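 active = activation factor of at least 2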; note: the source names both 10 and 20 µM as test concentration; values of inactives mirror those of a sister screen read the other way
#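 System: mouse IAP enzyme. Reagent: CDP-Star chemiluminescent phosphatase substrate. Benchmarks: DMSO wells, no-enzyme wells. Times: 30 min enzyme-substrate-compound incubation at room temperature. Detection: luminescence from enzymatic CDP-Star hydrolysis. Doses: test compounds delivered from DMSO solution.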
# * = called active by the depositor. These rows are one share of the data, so the mix of outcomes need not match the whole.
SMILES	SENP1 inh	NALP3 yeast inh	mIAP act	A3G deaminase	hIAP act	APOBEC3A inh	MIN6 prolif	mIAP block	hIAP inh
COc1ccc(CNS(=O)(=O)CCNC(=O)c2ccc(OC)cc2)cc1	-1	12	1	-6	1	2	6	-4	-3
COc1ccc(Cl)cc1NC(=O)CN1CCN(S(=O)(=O)N2CCOCC2)CC1	1	11	0.93	-13	0.95	-3	-3	7	5
N=c1ccn(Cc2ccc([N+](=O)[O-])cc2)cc1	1	16	0.93	0	1	3	-2	7	-2
O=C1c2cccc3cccc(c23)C(=O)N1CCN1CCN(C(=S)Nc2ccc(Cl)cc2)CC1	1	10	0.92	-4	0.9	5	0	8	10
CC(C)(O)C#Cc1ccc(CN2CCN(C3CCCCC3)C(CCO)C2)s1 (stereo not given)	0	11	0.98	-4	0.98	-4	-1	2	2
COc1ccc(C2(C)NC(=O)N(CC(=O)Nc3c(C)n(C)n(-c4ccccc4)c3=O)C2=O)cc1 (stereo not given)	0	11	1	-5	0.95	20	2	0	5
O=S(=O)(NCCN1CCOCC1)c1ccc(Oc2ccccc2Cl)cc1	0	35	1	-5	1.1	-4	0	-1	-9
Nc1c(C(=O)Nc2ccc(Br)cc2)sc2nc(-c3ccco3)ccc12	-22	3	0.63	20	0.69	32	-6	37	31
O=C(NN=C1CCN(Cc2ccccc2)CC1)c1cc2ccccc2cc1O	7	9	0.71	8	1.1	6	-1	29	-11
Cc1cc(C)cc(NC(=S)N2CCN(S(C)(=O)=O)CC2)c1	4	14	1	-3	1.2	3	1	-3	-16
O=C(Cn1c(=O)oc2ccccc21)NCCc1ccccc1Cl	1	0	1	-1	1	5	-2	-3	0
OCCC1CN(Cc2ccc3cccc(F)c3n2)CCN1Cc1ccccc1 (stereo not given)	-4	14	0.99	-9	1	-4	-3	1	0
CSCC[C@H](NC(=O)N1CCn2c1nc1ccccc12)C(=O)NCc1ccccc1	-1	6	1	-6	0.82	-5	-1	0	18
O=C(CN(Cc1ccccc1)C(=O)c1cc2c(s1)CCC2)NCc1cccs1	2	-1	1.3	-5	1.2	-4	-3	-30	-16
O=C(N/N=C/c1ccc2c(c1)OCO2)c1ccc(COc2cccc3cccnc23)cc1	0	24	0.98	-6	0.84	2	-1	2	16
COc1ccc(OCCOCCN2CCN(C)CC2)cc1	3	18	1.1	-8	0.94	-10	-3	-5	6
COc1ccc(NC(=O)CSc2nc(N)c(NC(=O)c3cccs3)c(=O)[nH]2)cc1	3	2	1	1	1	2	0	-2	-2
O=C(NCCc1ccccc1)c1ccc2c(c1)OCO2	0	22	0.93	-4	1	0	-3	7	-1
c1cncc(-c2noc(-c3cccc4ccccc34)n2)c1	0	-11	0.9	-2	1.1	5	-1	10	-12
COc1ccc(-c2cc(-c3c(O)c(OC)c4occc4c3OC)[nH]n2)cc1	-18	7	0.93	-5	1.2	-1	-6	7	-19
O=C(NC1CCC(O)CC1)c1ccccc1OCc1ccc(F)cc1 (stereo not given)	0	2	0.99	-5	1.1	-6	-2	1	-8
Cn1nc(C(=O)Nc2ccccc2Cl)cc1C(=O)Nc1ccccc1Cl	0	22	0.95	-3	1.1	-2	3	5	-6
COCCC(=O)Nc1c(-c2ccccc2)c2cc(Br)ccc2[nH]c1=O	1	29	0.95	-5	1.1	-4	-2	5	-6
CCc1nc(C)ccc1OCC(=O)N(CC)CC	1	13	1	4	1	7	-1	-2	-3
Cc1nc(C(=O)Nc2ccccc2)sc1C1(C)CC(c2cccc([N+](=O)[O-])c2)=NO1 (stereo not given)	1	27	0.92	10	1	1	3	8	-3
C=C[C@H](CC(C)C)N(Cc1ccccc1)S(=O)(=O)N(Cc1ccc(OC)cc1)[C@H](C=C)CC(C)C	3	11	1.1	-11	0.91	-1	-7	-13	9
CCn1ncc(-c2ccnc3cc(C(=O)O)nn23)c1C	-14	-2	0.89	-13	1	94*	1	11	-4
O=c1c2cc(O)c(O)cc2oc2cc(O)c(C3OC(CO)C(O)C(O)C3O)c(O)c12 (stereo not given)	37*	16	0.69	-5	0.18	-3	-2	30	82*
COCCCn1[nH]c2c3c(ccc2c1=O)C(=O)c1ccccc1C3=O	1	4	0.93	-2	0.98	-2	-1	7	2
CC(C)(C)CC(=O)NC(=S)NCc1ccco1	2	10	0.99	1	0.93	7	1	1	7
CCc1ccccc1NC(=O)N1C2CCCC1CC(NC(=O)C(C)(C)C)C2 (stereo not given)	1	2	1	0	1.1	2	3	0	-8
COc1ccccc1OCCCC(=O)Nc1ccc(N2CCOCC2)cc1	0	13	1	0	1.1	1	-3	0	-7
COc1cccc(/C=C2/Sc3ccc(C(=O)NCCCN4CCCC4)cc3NC2=O)c1	-5	3	1	-5	1.2	-6	-4	-2	-16
Cc1ccnc(N2CCC(C(=O)NCc3ccc(F)cc3)CC2)n1	-8	20	0.95	-2	0.98	10	-3	5	2
Oc1cnc2ccccc2c1CN1CCOCC1	-3	-2	1	-5	0.98	-5	-1	0	2
N#Cc1cc2ccccc2nc1SCc1ccccn1	21	27	1.1	1	0.83	2	-3	-7	17
CCNC(=O)CCn1nc(-c2ccc(C)cc2)c2ccccc2c1=O	2	12	1.1	1	1.1	2	-3	-6	-12
CCN(C(=O)c1cc(Cl)ccc1OC)c1ccccc1C	0	5	0.97	-3	1	2	-4	3	-4
CCC(C)NC(=O)C1CCN(S(=O)(=O)c2ccc3nc4c(c(C(=O)O)c3c2)CCCCC4)CC1 (stereo not given)	-1	-2	1	5	0.92	-2	-3	-1	8
O=C(CNc1cccc2ccccc12)N/N=C/c1cccc(Oc2ccccc2)c1	-32	11	0.79	-4	1.2	-5	-6	21	-16
Cc1cccnc1NC(=O)C1CCCN1S(=O)(=O)c1ccc(Cl)cc1 (stereo not given)	2	2	0.97	-8	0.91	-3	5	2	10
COc1ccccc1CNC(=O)COC(=O)Cc1c(Cl)cccc1Cl	3	4	0.97	-4	1.2	-2	1	3	-18
O=C(CSc1nnc(NC(=O)c2ccco2)s1)NC1CCCC1	1	-10	0.99	-4	0.98	-3	-1	1	2
COc1ccc(C)cc1S(=O)(=O)N1c2ccc(C)cc2C2CN(C)CCC21 (stereo not given)	-2	-12	0.98	-13	1	-1	-4	2	-2
CC(C)(C)c1ccc(C(=O)NNC(=O)Cc2cccc3ccccc23)cc1	1	16	1.1	-5	1.1	-3	-1	-6	-9
O=C(Cc1ccccc1)c1c[nH]c(C(=O)C(Cl)(Cl)Cl)c1	1	1	1	-2	1	0	-7	0	-2
CCN(C[C@H]1N[C@@](Cc2ccccc2)(C(=O)OC)[C@H]2C(=O)N(Cc3ccccc3)C(=O)[C@@H]12)C(=O)Nc1ccc(Cl)cc1	1	30	1.3	1	0.96	0	-5	-32	4
O=C(COc1nsnc1N1CCOCC1)N/N=C/c1ccccc1O	-23	23	1	1	1.1	3	0	-1	-8
O=C(Cn1cnc2ccccc21)Nc1ccc2c(c1)OCCCO2	0	-5	0.96	-1	0.93	0	-4	4	7
CCOc1ccc(N(CC(=O)O)S(=O)(=O)c2cccnc2)cc1	3	9	1.1	8	1	3	-2	-8	0
O=[N+]([O-])c1cccc(/C=C/c2ccc3cccc(O)c3n2)c1	1	12	0.94	-8	1	-4	-4	6	-1
Cc1cccc(CC(=O)NCC2CCCCC2)c1	1	15	0.94	-5	1.2	4	-2	6	-16
Nc1[nH]nc2nc(-c3ccccc3)[nH]c(=O)c12	-4	0	1	-1	1.1	1	-1	-2	-11
COc1cccc2sc(=NC(=O)CS(=O)(=O)c3ccc(F)cc3)n(C)c12	-6	25	0.96	3	1.2	-4	-8	4	-23
Cc1ccc(C(=O)NNC(=O)CSc2nnc(C3CC3)n2C)cc1	-1	11	0.99	-1	1.1	0	2	1	-11
O=c1oc2ccccc2c(O)c1C=Nc1cccnc1	1	10	1	-9	1	1	2	-2	0
CC(C)c1nc(-c2ccccn2)no1	2	3	0.98	-4	0.9	-1	1	2	10
O=C(c1cc(F)ccc1F)C1CCCN(C(=O)CCCN2CCCCC2=O)C1 (stereo not given)	2	4	1	-6	1.2	-2	0	-1	-15
Cc1ccc(-c2cc(C(F)F)n3ncc(C(=O)N4CCN(c5cccc(C)c5C)CC4)c3n2)cc1	-3	14	0.88	0	0.94	2	-5	12	6
CC(C)Cn1c(N)c(C(=O)COC(=O)COc2cccc(C(F)(F)F)c2)c(=O)n(C)c1=O	-6	-12	0.99	-5	1.2	-3	0	1	-21

# Later entries.
SMILES	SENP1 inh	NALP3 yeast inh	mIAP act	A3G deaminase	hIAP act	APOBEC3A inh	MIN6 prolif	mIAP block	hIAP inh
COCCCNC(=O)c1cccc2c(=O)c(C)c(-c3ccccc3)oc12	0	11	0.96	-1	0.99	3	1	4	1
CCOc1cccc(CNCCO)c1OCc1ccc(Cl)cc1	-1	28	1	-7	1.1	-6	-1	-3	-5
S=c1nc(-c2ccccc2Cl)n(Cc2cccnc2)c2c1CCCC2	1	11	1	-2	0.95	6	-2	0	5
CC(C)(C)NC(=O)COC(=O)CCC(=O)c1ccc(Cl)cc1	0	9	0.98	-11	0.96	-3	0	2	4
c1ccc2c(c1)CCN(c1ncnc3c1[nH]c1ccccc13)C2	-28	12	1.3	-1	1	1	-5	-26	-3
CC1(C)OC2CCN3C(C(O)COS3(=O)=O)C2O1 (stereo not given)	1	3	1.1	-10	1	-2	4	-12	-1
CCn1cc(/C=N/NS(=O)(=O)c2ccc(OC)cc2)c(C)n1	2	-6	1.1	4	0.98	-11	-2	-9	2
O=C(NC1CCCC1)c1ccc(CS(=O)(=O)c2ccc(Br)cc2)o1	-1	14	0.98	-5	0.88	11	2	2	12
CCOc1ccccc1NC(=O)NCc1ccccc1	1	-1	1	-6	0.88	-5	-2	-2	12
CCOc1ccc(CCNC(=O)c2nn(C)c3c2CS(=O)(=O)c2ccccc2-3)cc1	1	4	0.93	-9	0.98	-6	6	7	2
Cc1ccc(O)c(CNCCNCc2cc(C)ccc2O)c1	1	22	1.6	-3	1.4	0	-8	-55	-44
O=c1cc(N2CCN(Cc3ccccc3)CC2)c(-c2ccccc2)n[nH]1	0	10	1	-2	1.2	0	-2	-1	-17

# Assay outcomes deposited in PubChem by Sanford-Burnham Center for Chemical Genomics.
